# Screens (PubChem BioAssay)
# Yfh1-off respiration: enhancers of respiration in Yfh1-depleted yeast, dose response, Friedreich's ataxia, plus single-dose screen (AID 1465); S. cerevisiae Yfh1-off respiration, WST-1 reduction, 72 h; higher fold induction means a stronger effect; one-dose fold induction at 50 µM; EC50 in µM for titrated hits; 220,000 tested, 0.074% active;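 active = fold induction of absorbance versus untreated yeast above a set limit, then at least 30% activation at any dose in follow-up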;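 also: activators that raise dye reduction in frataxin-depleted yeast; strong numbers were not always called active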
# human PMI inhibition: inhibitors of human PMI, primary screen, biochemical, fluorescence intensity, coupled assay (AID 1209) | purified PMI enzyme, coupled fluorescence intensity; higher % means a stronger effect | one-dose inhibition, % at 20 µM; IC50 in µM for titrated hits | 190,000 tested, 0.42% active;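 also: plate controls were DMSO vehicle for no effect and wells lacking substrate for full effect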
# P. falciparum M17LAP: P. falciparum M17LAP inhibitors, primary screen, biochemical, fluorogenic H-Leu-NHMec substrate, 1536-well (AID 1619); inhibition, % at 30 µM, or IC50 in µM where a hit was titrated; recombinant M17LAP, H-Leu-NHMec fluorogenic kinetic assay; higher % means a stronger effect; 220,000 tested, 0.38% active;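 active = compound inhibiting the enzyme by more than half at any dose during confirmatory dose-response retesting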;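 also: plate controls were full reaction with DMSO carrier for no effect and no enzyme background for full effect; strong numbers were not always called active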
# PMI inhibition: MPI inhibition at elevated mannose 6-phosphate – biochemical, fluorescence intensity, high mannose 6-phosphate, primary screen (AID 1220); 190,000 tested, 0.66% active; recombinant PMI enzyme, coupled fluorescence intensity; higher % means a stronger effect; one-dose inhibition, % at 20 µM; IC50 in µM for titrated hits
# XIAP antagonists: XIAP antagonists, biochemical, IAP family, fluorescence polarization (AID 1018); displacement, % at 20 µM, or IC50 in µM where a hit was titrated; 200,000 tested, 0.007% active; XIAP BIR domain, fluorescence polarization peptide displacement; higher % means a stronger effect; in the data active = displacement above about 50%; also: a part of the inactive calls stands beside numbers as strong as those of hits
# WT yeast gro inh: growth inhibition of WT yeast, mitochondrial fusion screen; mitochondrial fusion phenotypic screen, WT strain; 190,000 tested, 2.1% active; AID 1362; inhibition, % at 10 µM; in the data active = inhibition above about 58%; tested in S. cerevisiae
# P. falciparum M1AAP: P. falciparum M1AAP inhibitors, biochemical, fluorogenic H-Leu-NHMec substrate, 1536-well (AID 1445); recombinant M1AAP, H-Leu-NHMec fluorogenic kinetic assay; higher % means a stronger effect; inhibition, % at 30 µM, or IC50 in µM where a hit was titrated; 220,000 tested, 0.42% active;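 active = primary inhibition above the hit cutoff, then over 50% inhibition at one or more dose response concentrations, cut at about 23% in these data, passing the limit was not always enough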;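 also: plate controls were DMSO full reaction for no effect and no enzyme background for full effect; strong numbers were not always called active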
# LYP phosphatase: inhibitors of LYP phosphatase, biochemical, fluorescence intensity, uHTS (AID 1779); recombinant LYP phosphatase, fluorescence intensity; higher % means a stronger effect; inhibition, % at 11.5 µM; hits with a dose series show IC50 in µM; 290,000 tested, 0.054% active;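 also: plate controls were vehicle with enzyme for no effect and no enzyme for full effect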
# TNAP activation fold: human TNAP enzyme activators, primary screen, biochemical, luminescent, no phosphate acceptor, uHTS (AID 1001) | purified TNAP, luminescent activation assay, no phosphate acceptor; higher activation fold means a stronger effect | activation fold at 20 µM; hits with a dose series show EC50 in µM | 200,000 tested, 0.03% active; in the data active = activation fold from about 3, or a potency from the dose series; inactive = the rest, 99 in 100 with activation fold below about 1.6; also: many of its hits are not listed in these tables
# WT yeast gro inh mutant strain: second read-out of WT yeast gro inh, no call of its own (marks repeat the call); inhibition, %; mitochondrial fusion phenotypic screen, mutant strain inhibition
# * marks the source's active call; other numbers are inactive results; i = inactive; / = no result given. Rule as the data show it, unless noted: active = inhibition above about 50%; inactive = the rest. Not a hit list (roughly 3.7% active in at least one column).
SMILES	Yfh1-off respiration	human PMI inhibition	P. falciparum M17LAP	PMI inhibition	XIAP antagonists	WT yeast gro inh	WT yeast gro inh mutant strain	P. falciparum M1AAP	LYP phosphatase	TNAP activation fold
CCN(C(=O)COC(=O)c1cc(-c2ccccc2)nc2ccc(Br)cc12)C1CCS(=O)(=O)C1 (stereo not given)	i	10%	0%	9%	-7.6%	19	43	1%	1%	1
CN1C[C@@H]2C(c3ccc(Cl)nc3)C3(c4cccnc4)CC2(C3)[C@H]1c1ccccc1 (stereo not given in full)	i	/	2%	/	/	/	/	3%	0%	/
Clc1ccccc1Cn1nnc2c(N3CCCC3)ncnc21	i	-15%	-6%	-5%	-6.5%	-10	-12	5%	-3%	1.1
CCCc1[nH]n(-c2ccc([N+](=O)[O-])cc2)c(=O)c1C=NCCc1ccc(OC)c(OC)c1	i	-8%	12%	-14%	-6.5%	4	-8	-2%	-7%	1
COc1cccc(CC2(CO)CCN(S(=O)(=O)N(C)C)CC2)c1	i	-14%	-3%	-9%	-11%	-20	-3	1%	-7%	1.1
CCCc1ccc(-c2c(C)sc(N)c2C#N)cc1	/	5%	0%	2%	-4.5%	56	27	9%	-3%	1.1
N#CC1=C2SCN(Cc3ccco3)CN2C(=O)CC1c1ccc(Cl)cc1 (stereo not given)	i	29%	-8%	54%*	-1.3%	40	15	14%	-2%	1
O=c1[nH]c2cc(S(=O)(=O)CCO)ccc2o1	i	/	5%	/	/	/	/	1%	-5%	/
Cc1c(N(C(=O)Nc2ccccc2)C2=NCC(C)S2)c(=O)n(-c2ccccc2)n1C (stereo not given)	i	3%	6%	-1%	-1.1%	82*	21*	-1%	-10%	1.1
Cc1cccc(NC(=O)c2ccccc2OCC(=O)N2CCOCC2)c1C	i	11%	-6%	2%	-0.3%	-12	3	7%	-6%	1.1
Cc1ccc(S(=O)(=O)N2CCC(=O)N(C(COCc3cccc(Cl)c3)C(C)C)CC2)cc1 (stereo not given)	i	14%	3%	14%	-4.6%	22	-3	4%	0%	1
O=C(CC12CC3CC(CC(C3)C1)C2)N1CCOCC1	i	8%	6%	4%	-1.0%	3	-5	3%	-4%	1.1
COc1cccc(C(=O)Nc2cccc(OCC(=O)O)c2)c1	i	7%	6%	4%	-1.2%	3	15	-8%	-8%	1.1
CCCc1ccc(C(=O)NNC(=O)c2ccc(Br)cc2)cc1	i	0%	-6%	1%	-5.4%	4	23	1%	-6%	1.3
CCOC(=O)c1ccc[n+](C(C)C(=O)c2ccc(-c3ccccc3)cc2)c1 (stereo not given)	i	-20%	23%	-39%	-0.1%	-2	4	13%	-3%	1

# Next section:
SMILES	Yfh1-off respiration	human PMI inhibition	P. falciparum M17LAP	PMI inhibition	XIAP antagonists	WT yeast gro inh	WT yeast gro inh mutant strain	P. falciparum M1AAP	LYP phosphatase	TNAP activation fold
CN(C)C(=O)N1CCNCC1	i	5%	7%	5%	-3.5%	-8	12	3%	-10%	1.1
O=C(NCc1ccccc1)C(c1ccc(O)cc1)N(C(=O)Cn1nnc(-c2cccs2)n1)c1ccc2c(c1)OCCO2 (stereo not given)	i	6%	20%	0%	-0.7%	5	7	3%	14%	1
CCOC(=O)C1(CCc2ccccc2)CCN(C(=O)C2CCCO2)CC1 (stereo not given)	i	-1%	-1%	-2%	-4.7%	4	13	-4%	-11%	1
COc1ccc(NS(=O)(=O)Cc2ccccc2Cl)cn1	i	2%	12%	2%	-2.8%	-10	-18	7%	-12%	0.8
C/C(=N\NC(=O)c1ccccc1-n1cccc1)C1CC1	i	11%	8%	8%	-8.5%	-22	2	0%	-9%	1.1
CCC(C)/C(C)=N/NC(=O)C1COc2ccccc2O1 (stereo not given)	i	12%	6%	8%	-3.6%	0	3	0%	-8%	1.1
O=C(Nc1ccncc1)C1CCN(S(=O)(=O)c2cccs2)CC1	i	-9%	5%	-4%	-1.9%	-3	13	1%	-6%	1
COc1cccc(NC(=O)C2CCCN(S(=O)(=O)c3cccc4nsnc34)C2)c1 (stereo not given)	i	10%	0%	12%	-4.4%	0	13	3%	3%	1
O=C(CSc1ccc2c(c1)OCCO2)Nc1ccc2c(c1)OCO2	i	0%	5%	2%	-5.1%	11	5	-5%	0%	1.1
Cc1onc(-c2ccccc2)c1C(=O)Nc1ccc(-c2nnc3n2CCCCC3)cc1	i	-1%	-3%	19%	-1.3%	16	26	5%	-6%	1.1
COC(=O)c1sccc1NC(=O)CSc1ccccc1NS(=O)(=O)c1cc(Cl)ccc1Cl	i	-5%	3%	-8%	-5.2%	3	-28	22%	11%	0.9
COc1cccc(N/C(SC)=C(/C#N)C(=O)NCc2cccs2)c1	i	18%	6%	12%	-13%	24	8	1%	1%	1.1
CCOC(=O)c1c(NC(=O)Cn2cnc3scc(-c4ccc(C)cc4)c3c2=O)sc(C)c1C	i	15%	-1%	5%	-3.8%	-9	-5	2%	5%	1.1
c1ccc(-n2c(SCC3CCCCO3)nnc2-c2cnccn2)cc1 (stereo not given)	i	-8%	10%	-16%	-8.1%	33	15	8%	4%	1
CC1(C)Cc2c(sc3nc(SCC(=O)N4CCOCC4)nc(N)c23)CO1	i	7%	-5%	6%	-2.3%	4	-3	-3%	-4%	1.1

# The list goes on:
SMILES	Yfh1-off respiration	human PMI inhibition	P. falciparum M17LAP	PMI inhibition	XIAP antagonists	WT yeast gro inh	WT yeast gro inh mutant strain	P. falciparum M1AAP	LYP phosphatase	TNAP activation fold
CCC(=O)Nc1nnc(SCC(=O)Nc2ccc(F)cc2)s1	i	8%	13%	2%	0.2%	17	15	6%	-1%	1.1
Cc1ccc(NC(=O)CSCc2c(C)noc2C)cc1C	i	5%	-2%	5%	-22%	-11	-8	0%	0%	1.1
Cc1c(O)ccc2c3c(c(=O)oc12)CCC(C)C3 (stereo not given)	i	10%	-16%	11%	-5.2%	23	33	4%	-9%	1.1
COC(=O)c1ccc(CN2CCN(CC=C(C)C)C(CCO)C2)cc1 (stereo not given)	i	/	12%	/	-1.0%	7	7	-6%	-3%	1.1
Fc1cccc(CSc2ncnc3c2oc2ccccc23)c1	i	7%	-3%	1%	-15%	3	10	4%	-3%	1
COCc1cc(C(C)=O)ccc1OC	i	4%	3%	-4%	-3.9%	2	-24	3%	-10%	1.1
CC1CCN(C(=O)c2[nH]cnc2C(=O)N[C@@H](C)C(=O)OCc2ccccc2)CC1	i	/	-1%	/	/	/	/	1%	-3%	/
COc1cccc(CN(C)C(=O)c2csc3c2CCCC3)c1OC	i	3%	5%	2%	-6.4%	-7	-1	1%	4%	1.1
O=C(CSc1nc(-c2ccco2)cc(C(F)(F)F)n1)N1CCCc2ccccc21	i	0%	2%	1%	-11%	-3	-18	3%	5%	1.1
Cc1ccc(C)n1NC(=O)c1ccccc1Cl	i	3%	8%	2%	-2.0%	2	-4	9%	-4%	1.1
N#C/C(=C\c1ccccc1)c1ccccn1	i	-1%	0%	-2%	-2.2%	21	19	-1%	3%	1
CN(C)/N=C/c1cc(Cl)cc([N+](=O)[O-])c1O	i	-1%	-9%	6%	0.7%	-18	-10	5%	3%	0.8
COc1ccc2c(c1OC)C(=O)N1N=C(c3ccccc3)CC21 (stereo not given)	i	0%	8%	7%	0.7%	-9	3	-3%	-8%	0.9
Cc1cc(N2CCC(C)CC2)c(F)cc1[N+](=O)[O-]	i	15%	4%	9%	-2.7%	-14	2	22%	-3%	1.1
CC(C)OCCCNC(=O)C(C)Oc1ccccc1 (stereo not given)	i	4%	-6%	3%	-2.6%	2	3	1%	-3%	1.2

# Complete entries, quoted from the list. Order of values: Yfh1-off respiration, human PMI inhibition, P. falciparum M17LAP, PMI inhibition, XIAP antagonists, WT yeast gro inh, WT yeast gro inh mutant strain, P. falciparum M1AAP, LYP phosphatase, TNAP activation fold
# Profile of CC(C)OCCCNC(=O)C(C)Oc1ccccc1 (stereo not given) → i, 4%, -6%, 3%, -2.6%, 2, 3, 1%, -3%, 1.2
# Profile of Cc1ccc(NC(=O)CSCc2c(C)noc2C)cc1C → i, 5%, -2%, 5%, -22%, -11, -8, 0%, 0%, 1.1
# Profile of COCc1cc(C(C)=O)ccc1OC → i, 4%, 3%, -4%, -3.9%, 2, -24, 3%, -10%, 1.1
# Profile of COc1ccc2c(c1OC)C(=O)N1N=C(c3ccccc3)CC21 (stereo not given) → i, 0%, 8%, 7%, 0.7%, -9, 3, -3%, -8%, 0.9

# (continued)
SMILES	Yfh1-off respiration	human PMI inhibition	P. falciparum M17LAP	PMI inhibition	XIAP antagonists	WT yeast gro inh	WT yeast gro inh mutant strain	P. falciparum M1AAP	LYP phosphatase	TNAP activation fold
CCOC(=O)CSc1nc(C2CC2)cc(-c2ccc(F)cc2)c1C#N	i	9%	-3%	10%	-2.3%	0	-11	-2%	-2%	1.1
CC(=O)Nc1ccc(Nc2ccc(S(=O)(=O)C(F)(F)F)cc2[N+](=O)[O-])cc1	i	16%	4%	9%	-2.8%	53	43	4%	-1%	1
Cn1cc(Cl)c(C(=O)Nc2cnn(Cc3ccc(F)cc3)c2)n1	i	-6%	3%	4%	1.5%	12	4	2%	-1%	1
COc1ccc(C2=NO[C@@H]3C(=O)N(Cc4ccccc4)C(=O)[C@H]23)c(OC)c1	i	/	-4%	/	/	/	/	-4%	-7%	/
O=C(Cn1nc(-c2ccccc2)c2ccccc2c1=O)Nc1cccnc1	i	-2%	6%	-2%	-5.1%	-12	-11	3%	-2%	1.1
CCOC(=O)C1=C(C)NC(SCC(=O)O)=C(C#N)C1c1ccco1 (stereo not given)	i	-2%	3%	-3%	-3.4%	-10	-10	10%	-7%	1.1
COc1ccccc1NC(=O)CC(NC1CCCCC1)C(=O)O (stereo not given)	i	5%	-4%	6%	-7.6%	7	4	-4%	-10%	1
COc1ccc(/C(O)=C2/C(=O)C(=O)N(CCN(C)C)C2c2cccnc2)cc1OC (stereo not given)	i	-19%	2%	-3%	-8.8%	-14	-8	0%	-1%	1.1
CC1(C)CC(=O)C2=C(C1)N1CCCCC1CC2=O (stereo not given)	i	-10%	11%	-9%	-4.5%	-20	-7	9%	-5%	1
CCn1cc(CN2N=C(C)CC2c2ccccc2)c(C)n1 (stereo not given)	i	0%	0%	1%	-1.2%	12	19	3%	-6%	1.1
O=C(COc1cccc2ccccc12)Nc1cc(S(=O)(=O)N2CCOCC2)ccc1N1CCOCC1	i	14%	5%	38%	-3.8%	14	2	5%	3%	1.1
CC1=CC(C)C(C(=O)O)C(C(=O)Nc2cccnc2)C1 (stereo not given)	i	2%	-6%	2%	3.5%	3	-8	2%	-4%	1.1
CCCCCC(C)n1[nH]c(=O)cc1N (stereo not given)	i	14%	5%	12%	-3.6%	9	-1	-5%	-7%	1.1
CCC(C)(C)n1nnnc1C(C(C)C)N(Cc1cccnc1)Cc1ccco1 (stereo not given)	i	9%	3%	9%	-8.4%	7	9	7%	-5%	1.1
COc1ccc(N(CC(=O)NCCSC2CCCCC2)S(C)(=O)=O)c(OC)c1	i	1%	-5%	-1%	-4.6%	-4	-2	-4%	-7%	1.1
O=C(COc1ccccc1Cl)Nc1cc(Cl)ccc1O	i	5%	-7%	1%	-10%	-1	13	0%	-7%	1
